Assay outcomes (PubChem BioAssay)
LGR2 antag = inhibitors of bursicon-induced LGR2 CRE-luciferase signal, primary screen, cell-based, HEK293, CRE-luciferase reporter, bursicon stimulation. AID 720647, 2013. bursicon-stimulated, 4 h. inhibition, % at 9.99 µM. 0.35% of 380,000 active;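 active means drop in luminescence signal, shown as inhibition above about 50% in the replicate tests, limit read from the data, passing the limit was not always enough; inconclusive means probably only some replicates passing the limit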;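 further: agonist challenge used bursicon conditioned medium at about half maximal strength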
SIRT5 block = SIRT5 desuccinylase inhibitors, primary screen, biochemical, fluorescence imaging, single point, set 5. 1.1% of 330,000 active. Purified SirT5, succinyl-peptide AMC, trypsin-coupled fluorescence. inhibition, % at 15 µM. AID 652115, 2013. NAD-dependent protein deacylase sirtuin-5, mitochondrial (Homo sapiens), Q9NXA8; in the data active means inhibition above about 15%; inconclusive means no clear call, values can overlap the other calls
Target sequence (Q9NXA8 whole entry, looked up): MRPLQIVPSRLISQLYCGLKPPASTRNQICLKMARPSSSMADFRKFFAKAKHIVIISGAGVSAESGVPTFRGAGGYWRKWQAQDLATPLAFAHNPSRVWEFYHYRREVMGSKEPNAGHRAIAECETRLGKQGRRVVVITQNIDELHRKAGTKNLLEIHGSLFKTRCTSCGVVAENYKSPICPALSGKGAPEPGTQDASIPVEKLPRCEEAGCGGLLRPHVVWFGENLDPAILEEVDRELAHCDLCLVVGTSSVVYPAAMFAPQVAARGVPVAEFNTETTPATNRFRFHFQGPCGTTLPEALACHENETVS
S100A4 inh HTS = inhibitors of S100A4-myosin IIA peptide binding, primary screen, biochemical, fluorescence polarization, TAMRA-MyoIIA peptide; 0.14% of 360,000 active; inhibition, % at 10.7 µM;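 active means mean inhibition of at least 70% across replicates, with every replicate also reaching that level; inconclusive means mean inhibition reaches 70% but some replicates fall short; inactive means mean inhibition below 70%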
Target sequence (P26447 whole entry, looked up): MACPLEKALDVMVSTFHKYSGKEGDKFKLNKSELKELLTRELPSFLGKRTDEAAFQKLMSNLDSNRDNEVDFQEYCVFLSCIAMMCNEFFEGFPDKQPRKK
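Test system: S100A4 monomer protein. Medium: HEPES buffer with Ca2+, pH 7.2. Reagent: fluorescent myosin IIA peptide, 5 nM. Compound dosing: single-point compound testing. Timing: 5 min between mix addition and reading. Benchmarks: DMSO neutral and TFP positive wells.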
C2C12 statin = suppressors of statin myotoxicity in C2C12 myotubes, primary screen, cell-based, single point, plate reader | C2C12 myotubes + simvastatin, ATP luminescence, 48 h; scaled: DMSO 0, geranylgeraniol control 100 | rescue of ATP level, % at 7.49 µM | 0.78% of 330,000 active;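 active means mean ATP rescue above about 67%, or every replicate alone reaching that limit, limit read from the data, passing the limit was not always enough; inconclusive means no clear call, values can overlap the other calls; inactive means mean under the limit and some replicate under it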;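 further: myotubes were challenged with 10 µM simvastatin during compound exposure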
CASP6 VEID inh = human caspase-6 inhibitors, primary screen, biochemical, VEID-R110 fluorescence, single point, set 2 | P55212 | purified caspase-6, Z-VEID-R110 cleavage fluorescence | inhibition, % at 12.5 µM | 0.53% of 350,000 active;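 active means mean inhibition across replicates at least about 35%, with every replicate also reaching that limit, limit read from the data; inconclusive means only one of the two criteria met; inactive means neither criterion met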;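 further: 0% = median of neutral control wells and 100% = no fluorescence left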
Target sequence (P55212 24-179 limits assumed): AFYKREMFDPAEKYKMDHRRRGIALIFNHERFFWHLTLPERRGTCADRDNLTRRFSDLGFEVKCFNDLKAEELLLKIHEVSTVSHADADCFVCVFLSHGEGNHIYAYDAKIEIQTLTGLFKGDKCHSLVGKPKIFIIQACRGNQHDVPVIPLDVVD
Target sequence (P55212 194-293 limits assumed): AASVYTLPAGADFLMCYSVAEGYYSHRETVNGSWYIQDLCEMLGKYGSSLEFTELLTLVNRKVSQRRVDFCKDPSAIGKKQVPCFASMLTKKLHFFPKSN
FN deposit inh = inhibitors of fibronectin matrix deposition, primary screen, AH1F cells, Alexa488-fibronectin fluorescence, plate reader; AH1F fibroblasts, overnight; inhibition, % at 12.6 µM; 0.086% of 350,000 active; AID 743247, 2014;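 active means mean inhibition across replicates of 30% or more, regardless of how many single replicates reach that level; inconclusive means mean under 30% yet at least half of replicates reach 30%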;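 further: positive control wells lacked labelled fibronectin entirely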
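material = AH1F fibroblast monolayer depositing Alexa488-labelled fibronectin into matrix | amount = 10000 AH1F cells/well | buffer or medium = DMEM plus 2% serum, read in PBS | incubation = 1 h cell adhesion before compound, then overnight fibronectin incubation | detection = fluorescence at 485 nm excitation, 525 nm emission | evaluation = percent inhibition as loss of matrix-bound fibronectin fluorescence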
esBAF inh = Bmi1 luciferase reporter increase in mESCs, primary screen, esBAF inhibitor project, mouse ES cells, Bmi1 luciferase knock-in, single point; 24 h; 100% = twice the neutral-well signal; reporter increase, % at 12.5 µM; 2% of 350,000 active; AID 602393, 2012; in the data active means activation above about 40%; inconclusive means no clear call, values can overlap the other calls;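 further: 0% = median of the plate's neutral control wells and 100% = double that signal; a rise in the Bmi1 reporter signal indicates esBAF inhibition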
* marks the source's active call; other numbers are inactive results; ? = inconclusive; · = not tested or not shown; & = joins results of further samples. These rows are one share of the data; count on the stated rates, not on these rows.

nr	canonical_smiles	LGR2 antag	SIRT5 block	S100A4 inh HTS	C2C12 statin
1	N#Cc1cccc(-c2ccc(C3[C@@H]4CN(C(=O)Cc5ccccc5)C[C@H]3N4)cc2)c1 (some centres not stated)	15&7	-1&8	15&0	·
2	CCN1C(=O)c2cccc3c(NC(=O)c4ccc(OC)c(OC)c4)ccc1c23	-10	-1	3	8
3	CCN(CC)c1ncnc2c1ncn2[C@H]1CN(Cc2ccccc2)C[C@@H](COC(C)=O)O1	-10	·	-9	3
4	O=C(CN(C(=O)Cn1nnc(-c2cccs2)n1)c1ccc2c(c1)OCCO2)NCc1ccccc1	·	·	·	-16
5	C[C@@H]1CN([C@H](C)CO)C(=O)c2cc(NC(=O)c3ccncc3)ccc2O[C@@H]1CN(C)C(=O)Nc1ccc2c(c1)OCO2	11	20*	-4	32
6	CCCCCCN(C(=O)CCCCCN1C(=O)NC(c2ccc(-c3ccccc3)cc2)C(C(=O)OCc2ccccc2)=C1C)C(C(=O)NCCCC)C1CCCCC1 (configuration not stated)	-2	·	?	·
7	O=c1oc2ccccc2cc1-c1nc2c(s1)CCCC2	43	-3	-3	-55
8	O=C1Cc2cc(S(=O)(=O)N3CCN(c4ccccc4)CC3)ccc2N1	13	-5	-4	11
9	C[C@@H]1CN([C@H](C)CO)S(=O)(=O)c2ccc(-c3cccc(C#N)c3)cc2O[C@H]1CN(C)C(=O)C1CC1	6	2	-35	-31
10	CCS(=O)(=O)NCC[C@H]1CC[C@H](NC(=O)Nc2cc(Cl)cc(Cl)c2)[C@H](CO)O1	5	0	5	-4
11	COc1ccc(CN(C)C[C@@H]2OCCCC[C@H](C)Oc3ccc(NC(=O)NC(C)C)cc3C(=O)N([C@@H](C)CO)C[C@H]2C)cc1	15	0	-3	21
12	Cc1ccc(-c2nc(-c3cccnc3)sc2CC(=O)O)cc1	6	-1	20	·

nr	CASP6 VEID inh	FN deposit inh	esBAF inh
1	-1&1	8&-3	·
2	3	13	-14
3	1	-20	-8
4	·	-9	-9
5	-2	·	2
6	2	0	·
7	0	·	-61
8	1	-2	0
9	3	9	-1
10	1	·	-3
11	-3	·	0
12	-2	0	·

The closing 4 compounds of the section before are carried over, then new ones follow.
nr	canonical_smiles	LGR2 antag	SIRT5 block	S100A4 inh HTS	C2C12 statin
9	C[C@@H]1CN([C@H](C)CO)S(=O)(=O)c2ccc(-c3cccc(C#N)c3)cc2O[C@H]1CN(C)C(=O)C1CC1	6	2	-35	-31
10	CCS(=O)(=O)NCC[C@H]1CC[C@H](NC(=O)Nc2cc(Cl)cc(Cl)c2)[C@H](CO)O1	5	0	5	-4
11	COc1ccc(CN(C)C[C@@H]2OCCCC[C@H](C)Oc3ccc(NC(=O)NC(C)C)cc3C(=O)N([C@@H](C)CO)C[C@H]2C)cc1	15	0	-3	21
12	Cc1ccc(-c2nc(-c3cccnc3)sc2CC(=O)O)cc1	6	-1	20	·
13	CCOc1ccccc1NC(=O)Nc1cccc(C(C)=O)c1	·	·	·	3
14	COc1ccc(C(=O)NNC(=O)c2cc3cc(OC)ccc3oc2=O)cc1	·	-2	-5	16
15	C[C@@H]1CCCCO[C@H](CN(C)C)[C@@H](C)CN([C@@H](C)CO)C(=O)c2cc(NC(=O)C3CCCCC3)ccc2O1	0	·	·	-33
16	Cc1cccc(Oc2ccc3c(c2)cc(C(=O)O)n3C)c1	4	-6	3	-25
17	COc1ccc(NC(=O)Nc2ccc3c(c2)C(=O)N([C@H](C)CO)C[C@H](C)[C@@H](CN(C)S(=O)(=O)c2ccc(F)cc2)OCCCC[C@H](C)O3)cc1	4	10	17	·
18	Cc1ccc(SCCC(=O)Nc2ccc(Br)c(C)c2)cc1	-4	·	8	·
19	CC(=O)c1ccc(OCCOc2ccc(Cl)c3cccnc23)cc1	19	-1	6	·
20	CC(C)(C)OC(=O)N[C@H](/C=C/c1ccccc1)C(=O)OC(C)(C)C	7	·	7	0
21	O=C(Nc1ccccc1Oc1cccnc1)C1CCCN(Cc2cccc(Cl)c2)C1 (configuration not stated)	-14	-1	0	2
22	Cc1ccc(S(=O)(=O)Nc2cccc3c2O[C@@H](CN(C)C(=O)Nc2ccccc2)[C@H](C)CN([C@H](C)CO)C3=O)cc1	-6	-6	·	6
23	CC(C)(C)NC(=O)C(c1ccncc1)N(C(=O)Cn1nnc(-c2ccc(F)cc2)n1)c1cccc(F)c1 (configuration not stated)	8	-5	5	-14
24	CN(C(=O)c1ccc(NC(=O)C2CCN(C(=O)OC(C)(C)C)CC2)cc1)C1CCC1	0	·	2	-1

nr	CASP6 VEID inh	FN deposit inh	esBAF inh
9	3	9	-1
10	1	·	-3
11	-3	·	0
12	-2	0	·
13	·	-1	8
14	0	8	10
15	·	·	-1
16	3	6	-3
17	1	4	6
18	2	-3	·
19	·	6	·
20	0	-2	6
21	5	9	5
22	·	·	-1
23	2	-15	-6
24	0	-6	0

Full records, looked up by structure:
`Cc1ccc(SCCC(=O)Nc2ccc(Br)c(C)c2)cc1` as listed: LGR2 antag: -4; SIRT5 block: ·; S100A4 inh HTS: 8; C2C12 statin: ·; CASP6 VEID inh: 2; FN deposit inh: -3; esBAF inh: ·
`C[C@@H]1CCCCO[C@H](CN(C)C)[C@@H](C)CN([C@@H](C)CO)C(=O)c2cc(NC(=O)C3CCCCC3)ccc2O1` as listed: LGR2 antag: 0; SIRT5 block: ·; S100A4 inh HTS: ·; C2C12 statin: -33; CASP6 VEID inh: ·; FN deposit inh: ·; esBAF inh: -1

Later entries:
nr	canonical_smiles	LGR2 antag	SIRT5 block	S100A4 inh HTS	C2C12 statin
25	CN(C(=O)CC1C(=O)NCCN1Cc1ccc(F)cc1Cl)C1CCCCC1 (configuration not stated)	1	-2	-9	-6
26	O=C(CN1CCOCC1)NNC(=S)Nc1ccc(Cl)cc1	-14	-9	-2	7
27	O=C(CNC(=O)c1cccs1)NCCN1CCC(Cc2ccccc2)CC1	-8	0	-6	·
28	Cc1ccc(S(=O)(=O)Nc2ccccc2O)cc1	-10	-3	-4	·
29	O=C(C1CCCCC1)N1CCN(S(=O)(=O)c2cccc([N+](=O)[O-])c2)CC1	-17	0	-3	-3
30	Cc1ccc(S(=O)(=O)N[C@H]2C=C[C@H](CC(=O)NCc3ccccc3F)O[C@H]2CO)cc1	4	0	2	-7
31	C[C@H]1CN([C@@H](C)CO)C(=O)c2cc(NS(=O)(=O)c3ccc(F)cc3)ccc2O[C@@H]1CN(C)Cc1ccc2c(c1)OCO2	11	-1	0	42
32	CN(C)C(=O)C(Sc1ccc(S(=O)(=O)N2CCCC2)cn1)c1ccccc1 (configuration not stated)	-21	1	-8	1
33	O=C(CC1CC1)Nc1ccc2c(c1)[C@@H]1C[C@H](CC(=O)N3CCOCC3)O[C@H](CO)[C@@H]1O2	0	·	·	3
34	CNC[C@H]1OCc2cn(nn2)CCCC(=O)N([C@H](C)CO)C[C@@H]1C	-12	-3	-2	4
35	C[C@@H]1CCCCO[C@@H](CN(C)C(=O)Nc2ccc(F)cc2)[C@H](C)CN([C@H](C)CO)C(=O)c2cc(NC(=O)c3ccccc3)ccc2O1	16	-2	9	·
36	CCN(CC)S(=O)(=O)c1cccc(NC(=O)CN2C(=O)c3ccc([N+](=O)[O-])cc3C2=O)c1	2	-12	-2	2

nr	CASP6 VEID inh	FN deposit inh	esBAF inh
25	3	-13	-3
26	1	1	-5
27	-9	-7	·
28	-3	10	·
29	-4	-3	2
30	1	·	1
31	-3	-18	4
32	-2	2	-18
33	·	1	-4
34	1	3	2
35	-3	·	6
36	1	16	3

Further entries:
nr	canonical_smiles	LGR2 antag	SIRT5 block	S100A4 inh HTS	C2C12 statin
37	C[C@@H]1CN([C@@H](C)CO)C(=O)Cc2cc(NC(=O)c3ccncc3)ccc2O[C@H]1CN(C)Cc1ccncc1	-2	-6	4	-2
38	C[C@@H]1CN([C@H](C)CO)C(=O)c2cc(C3=CCCC3)cnc2O[C@H]1CN(C)C(=O)c1cccnc1	6	-11	-4	23
39	C/C=C\C=C\C(=O)N1CC2(CC(c3cccc(NC(=O)/C(C)=C\C)c3)=NO2)C[C@H]1C(N)=O (some centres not stated)	13	-3	-5	5
40	O=C(COC(=O)Cc1ccsc1)Nc1cccc(F)c1	12	2	16	2
41	COc1ccc(NC(=O)N(C)C[C@@H]2OCCCC[C@H](C)Oc3ccc(NC(=O)CCC(F)(F)F)cc3C(=O)N([C@H](C)CO)C[C@@H]2C)cc1	44	3	6	-17
42	Cc1ccc(S(=O)(=O)N2CCN(c3cnn(C)c(=O)c3Cl)CC2)cc1	12	1	-5	6
43	Cc1ccc(S(=O)(=O)N[C@H]2CC[C@@H](CCNC(=O)C3CCCC3)O[C@@H]2CO)cc1	2	4	-1	5
44	O=C(C[C@H]1CC[C@H](NC(=O)CN2CCOCC2)[C@@H](CO)O1)NCc1cccc(F)c1	-5	-2	-4	6
45	CCOc1cc(C(=O)NC)cc(Br)c1OC	5	0	-2	-2
46	COCCn1c(SCC(=O)Nc2cc(C)on2)nc2c(c1=O)SCC2	-8	0	18	-8
47	COc1ccc(S(=O)(=O)N(C)C[C@H]2Oc3ccc(NS(=O)(=O)c4cccs4)cc3C(=O)N([C@H](C)CO)C[C@@H]2C)cc1	-1&17	-2&-1	0&0	7
48	Cc1ccc(S(=O)(=O)C(C#N)c2nc3ccccc3nc2N2CCN(C)CC2)cc1C (configuration not stated)	·	·	·	22

nr	CASP6 VEID inh	FN deposit inh	esBAF inh
37	-1	·	-3
38	-1	·	-6
39	1	0	-2
40	4	-4	-7
41	0	·	2
42	-2	-1	2
43	1	6	-1
44	3	-8	4
45	1	·	-3
46	0	4	2
47	-2&6	-3	-1&1
48	·	0	5

Of the compounds above, these have a COOH group:
nr	canonical_smiles	LGR2 antag	SIRT5 block	S100A4 inh HTS	C2C12 statin
12	Cc1ccc(-c2nc(-c3cccnc3)sc2CC(=O)O)cc1	6	-1	20	·
16	Cc1cccc(Oc2ccc3c(c2)cc(C(=O)O)n3C)c1	4	-6	3	-25

nr	CASP6 VEID inh	FN deposit inh	esBAF inh
12	-2	0	·
16	3	6	-3
